Screening results (PubChem BioAssay)
CRFBP-R2 agonist = agonists of human CRF-binding protein/CRF-R2 receptor complex; activation, % at 13.2 µM; HEK293 CRF-R2/CRF-BP, calcium dye fluorescence (FLIPR); percent of saturating CRF peptide response; AID 588473; hit rate 0.46% among 350,000;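 active means activation of at least 50%, plus an integration ratio under a set limit after plate pattern correction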;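 further: plate controls were neutral control wells without compound for no effect and CRF at EC100 for full effect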
M4 PAM = CHRM4 positive allosteric modulation. P08173. CHO-K1 hM4/Gqi5, Fluo-8 calcium fluorescence, ACh EC20; 0% = ACh EC20, 100% = maximal ACh. activation, % at 3 µM. hit rate 0.4% among 360,000. AID 624126;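 active means activation above its plate's cutoff, the mean activation of sample wells plus 3 SD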; further: some results filed as inactive read as strong as hits
M5 PAM = potentiates acetylcholine response at human M5 receptor | P08912 | CHO-K1 hM5, Fluo-8 calcium, ACh EC20 PAM; 0% = ACh EC20, 100% = ACh EC100 | hit rate 0.3% among 360,000 | activation, % at 3 µM;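 active means activation above the run cutoff, the mean activation of all test compounds plus 3 SD, cut at about 18% in these data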
Target sequence (P08912 whole entry, looked up): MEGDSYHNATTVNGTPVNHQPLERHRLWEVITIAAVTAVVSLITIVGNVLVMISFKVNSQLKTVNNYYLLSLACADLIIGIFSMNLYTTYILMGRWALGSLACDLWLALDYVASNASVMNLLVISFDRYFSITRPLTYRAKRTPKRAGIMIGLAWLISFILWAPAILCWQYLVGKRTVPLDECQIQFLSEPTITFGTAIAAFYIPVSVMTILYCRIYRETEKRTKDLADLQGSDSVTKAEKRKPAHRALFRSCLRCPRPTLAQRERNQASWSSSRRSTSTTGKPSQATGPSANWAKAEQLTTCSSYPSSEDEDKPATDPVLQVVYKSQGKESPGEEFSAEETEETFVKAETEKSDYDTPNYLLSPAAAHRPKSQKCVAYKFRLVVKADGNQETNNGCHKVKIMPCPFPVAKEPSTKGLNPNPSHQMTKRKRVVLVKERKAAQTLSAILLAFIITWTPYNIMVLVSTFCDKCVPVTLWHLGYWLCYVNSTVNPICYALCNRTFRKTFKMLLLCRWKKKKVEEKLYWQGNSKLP
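System – CHO-K1 hM5 cells · Compound – 3 µM, single dose · Incubation – compound preincubation 140 s before EC20 acetylcholine addition · Technique – Fluo-8 calcium fluorescence · Measure – Max/basal fluorescence ratio as % of EC20–EC100 ACh window · Benchmarks – low control EC20 acetylcholine (0%), high control EC100 acetylcholine (100%) · Replication – singlicate, one well per test compound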
TAAR1 ag = agonists of human TAAR1. Q96RJ0. CHO RD-HGA16 TAAR1, Fluo-8 calcium fluorescence; vehicle wells 0%, saturating PEA agonist 100%. activation, % at 3 µM. hit rate 0.99% among 360,000;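 active means activation above the mean activation of all test compounds in the run plus 3 SD, cut at about 38% in these data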
Target sequence (Q96RJ0 whole entry, looked up): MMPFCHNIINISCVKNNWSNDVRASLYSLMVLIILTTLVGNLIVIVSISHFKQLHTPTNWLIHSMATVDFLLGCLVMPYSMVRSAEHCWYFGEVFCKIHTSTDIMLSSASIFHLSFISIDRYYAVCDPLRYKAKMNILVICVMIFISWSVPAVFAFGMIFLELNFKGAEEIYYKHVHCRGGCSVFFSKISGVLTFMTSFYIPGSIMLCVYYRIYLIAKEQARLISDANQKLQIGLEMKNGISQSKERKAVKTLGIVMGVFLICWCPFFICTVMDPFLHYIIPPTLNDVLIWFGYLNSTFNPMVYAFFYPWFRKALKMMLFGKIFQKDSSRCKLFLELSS
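Repeats: no replicates (n 1) | Material: CHO-derived RD-HGA16 cells with stable Gα16 and human TAAR1 | Technique: Kinetic Fluo-8 calcium fluorescence | Schedule: 17-24 h seeding, 75 min 37 °C dye, 30 min RT | Evaluation: % activation from peak over basal fluorescence ratio, DMSO-to-PEA scaled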
CHRM5 agonist = CHRM5 agonism in calcium assay | P08912 | CHO-K1 hM5 cells, Fluo-8 calcium fluorescence; 0% DMSO wells, 100% maximal acetylcholine response | activation, % at 3 µM | hit rate 0.19% among 360,000 | AID 624037;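 active means activation above the run's mean over test compounds plus 3 SD, cut at about 23% in these data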;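 further: signal is peak over basal fluorescence ratio across the kinetic read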
CRFBP-R2 block = antagonists of CRF-binding protein/CRF-R2 receptor complex; HEK293 CRF-R2/CRF-BP, CRF-induced calcium fluorescence; inhibition, % at 11.8 µM; hit rate 0.59% among 350,000; AID 588475;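 active means inhibition of the ligand-induced calcium signal above about 50% at the single tested concentration, limit read from the data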
CHRM5 antagonist = CHRM5 antagonism in calcium assay. inhibition, % at 3 µM. hit rate 0.59% among 360,000. CHO-hM5 cells, Fluo-8 calcium fluorescence, ACh EC80;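 active means inhibition above a per-plate cutoff, the mean of that plate's test compounds plus 3 SD, cut at about 27% in these data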;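 further: 0% = acetylcholine EC80 with DMSO and 100% = DMSO without agonist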
TAAR1 antagonist = human TAAR1 antagonism. Q96RJ0. CHO RD-HGA16 TAAR1, Fluo-8 calcium fluorescence, antagonist. inhibition, % at 3 µM. hit rate 1.5% among 360,000;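 active means inhibition above a per-plate cutoff, the mean inhibition of test compounds on that plate plus 3 SD, cut at about 49% in these data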;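 further: 0% = DMSO plus EC80 beta-PEA response and 100% = DMSO alone without agonist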
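Test system: RD-HGA16 CHO cells with stable hTAAR1 and Gα16 / Probe or stimulus: EC80 β-phenethylamine stimulus / Times: seeding 17-24 h prior, 75-min 37 °C, 30-min RT dye loading / Detection: Fluo-8 calcium-sensitive fluorescence / Read-out basis: % inhibition scaled between DMSO and EC80 PEA controls / Repeats: singlicate, one well per test compound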
CHO-K1 Ca PAM = M1 PAM counterscreen hit in parental CHO-K1 cells; ATP EC20, Fluo-8 calcium fluorescence; 0% at ATP EC20, 100% at ATP max; activation, % at 3 µM; hit rate 0.02% among 360,000; AID 602247;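 active means activation above the run cutoff, the mean activation of all test compounds plus 3 SD, cut at about 40% in these data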;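 further: peak over basal fluorescence ratio in a 140 s read after ATP addition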
Active calls of the source: *; . = no result given.

SMILES	CRFBP-R2 agonist	M4 PAM	M5 PAM	TAAR1 ag	CHRM5 agonist	CRFBP-R2 block	CHRM5 antagonist	TAAR1 antagonist	CHO-K1 Ca PAM
CC(C)(C)c1ccc(C(=O)NNC(=O)C(=O)N2CCCCC2)cc1	-0.5	25	4	4	-4	8	-3	16	21
Cc1nccc2[nH]c(=O)c(C(=O)NC3CCCCC3C)cc12 (stereo not given)	-3.7	-3	0	12	3	-6	-1	17	11
O=c1[nH][nH]c(C(F)(F)F)c1C=Nc1ccccc1	-1.3	7	4	2	-6	19	1	-7	19
Cc1c(C)n(C)c2ccc(C(=O)NCCCN3CCN(C)CC3)cc12	-0.6	-2	-1	7	-6	-12	7	-19	8
CCc1cccc(NC(=O)COc2ccccc2)c1	-0.4	-3	-4	12	-5	0	5	15	-2
CN(C)CCN(C(=O)c1cccc(N2C(=O)CCC2=O)c1)c1nc2ccc(Br)cc2s1	-0.2	5	1	3	-3	-20	0	-33	12
CCCCC(=O)Nc1cc(OC)c(NC(=O)C2CCCCC2)cc1OC	-1.6	7	1	-2	-2	10	-2	1	18
O=c1nc(-c2ccccc2)c2cc(Cl)ccc2[nH]1	-2.5	13	11	6	3	2	-8	5	15
Clc1ccc2[nH]cc(-c3nnnn3-c3ccc4ccccc4c3)c2c1	1.7	-13	-7	8	0	-20	12	49*	4
CCc1ccc(NC2Nc3cc(C)nn3S2)cc1 (stereo not given)	-1.1	-9	-2	-1	-3	-11	-1	-20	8
COc1cc(OC)c(S(=O)(=O)N2CCN(C(=O)c3ccco3)CC2)cc1NC(C)=O	5.6	0	5	0	6	-5	-3	7	12
O=C(NCc1ccccn1)[C@@H]1CCCN1C(=O)[C@@H]1CCCN1C(=O)c1ccc(Cl)cc1	.	8	-3	4	1	.	4	5	3
COc1ccc(C)cc1NC(=O)CN1CCN(S(=O)(=O)c2ccc(C(C)C)cc2)CC1	5.5	13	9	3	-2	-20	3	5	15
COc1ccc(C(=O)/C=C/Nc2ccc(S(=O)(=O)Nc3cccc(C(C)=O)c3)cc2)cc1	-1.1	-12	-16	3	1	1	22	56*	-4
Cc1c(Cl)cccc1NC(=O)CSc1ncnc2c1cnn2CCO	-0.7	9	7	0	-1	24	-3	-20	-20
CCOCc1nnc(NC(=O)C2CCN(C(=O)c3ccco3)CC2)s1	0.7	2	-3	15	-1	7	15	-4	13
CN1C(=O)C(O)(C2CCCCCC2=O)c2ccccc21 (stereo not given)	-0.7	-2	-4	1	3	12	-8	0	-6
Cc1cc(-n2cccn2)ccc1CN1CCN(C2CCCC2)C(CCO)C1 (stereo not given)	-1.4	-21	-34	0	-16	12	54*	-7	-13
CCOCCc1nnc(NC(=O)COC)s1	-1.1	3	-2	7	-2	6	3	8	-3
CN1CCN(CCCNC(=O)c2cc3c(=O)n(C)c4ccccc4c3s2)CC1	0.6	-3	-5	2	-1	-7	2	-10	-7
CN(CC(=O)Nc1cccc(F)c1)C(=O)C1CCN(C(=O)c2ccc(Cl)cc2)CC1	-2.9	1	2	2	0	-7	8	3	-6
C=CCOC(=O)C1=C(C)NC(=S)C(C#N)(CC=C)C1c1ccccc1Cl (stereo not given)	0.1	-3	-4	0	-6	2	0	24	10
COc1ccc(NC(=S)Nc2cc(C)[nH]n2)cc1Cl	0.9	11	-7	2	-5	-4	5	2	-3
Cc1sc2ncnc(NCc3ccccc3)c2c1C	-3.1	-6	-16	-2	2	11	29*	19	7
COc1ccc(C(=O)N[C@H](C(=O)NCc2cccs2)C(C)C)cc1	-2.9	-7	-8	5	-4	7	5	-2	8

(continued)
SMILES	CRFBP-R2 agonist	M4 PAM	M5 PAM	TAAR1 ag	CHRM5 agonist	CRFBP-R2 block	CHRM5 antagonist	TAAR1 antagonist	CHO-K1 Ca PAM
O=S(=O)(c1cccc(F)c1)N1CCN(c2ncnc3scc(-c4ccc(F)cc4)c23)CC1	0.1	0	-11	1	0	-1	10	-33	-19
Cc1nnsc1S(=O)c1ccc(Cl)cc1 (stereo not given)	-2.4	-2	-1	2	-6	14	4	-19	-6
Cc1ccc(NC(=O)CCC(=O)N/N=C/c2cccs2)cc1	1.1	-4	-1	7	-2	-15	-6	9	4
NC(=S)NNC(=O)/C(=C/c1ccc(Br)cc1)NC(=O)c1ccccc1	2.0	-2	-1	4	3	2	2	10	10
CC(=O)c1sc(NC(=O)c2c(F)cccc2F)nc1-c1ccccc1	1.0	2	9	0	-9	-35	-8	-8	27
CCOC(=O)[C@]12CCC=C1N(Cc1ccc3c(c1)OCO3)C(=O)[C@H](CC(=O)NCc1ccccc1)C2	.	10	-3	1	-3	.	-1	-23	-7
Cc1cc(C)c(NC(=O)C2CCN(c3cnccn3)CC2)c(C)c1	1.6	6	-6	7	-7	-10	-7	-21	10
Cn1c2ccccc2c(=O)c2cc(C#Cc3ccsc3)ccc21	0.4	3	-2	-1	0	2	2	7	15
COC(=O)c1nn(-c2ccccc2)c(Cl)c1/C=N/OCc1c(Cl)cccc1Cl	4.1	10	-2	0	0	5	2	-7	1
CC1CCC(=NNC(=O)c2ccccc2-n2cccc2)CC1 (stereo not given)	-0.9	16	1	0	-3	13	-7	-32	-25
CCOc1ccc(Nc2ncnc3c2nnn3Cc2ccccc2)cc1	0.2	13	0	2	-7	-9	-5	13	-11
COc1ccc(/C=N/NC(=O)CCCOc2ccc(Cl)cc2Cl)cc1	1.8	-8	3	2	-2	-50	-3	18	16
O=C(Nc1cc(Cl)cc(Cl)c1)c1coc(=O)c(Br)c1	44	-5	-4	16	6	71*	3	-4	2
CC(=O)N1CCN(C(=O)c2cc(S(=O)(=O)N3CCCCC3)ccc2Cl)CC1	0.2	7	3	3	-1	5	5	-24	15
C/C(=C\c1ccc(F)cc1)C(=O)c1c(C)cc(C)[nH]c1=O	0.1	0	-1	1	-3	-10	5	17	4
CN(C)S(=O)(=O)c1ccc(C(=O)Nc2nnc(-c3ccc4c(c3)CCCC4)o2)cc1	16	10	0	9	0	0	1	-27	22
CCCn1c(SCC(=O)N(CC)c2c(N)n(Cc3ccccc3)c(=O)[nH]c2=O)nnc1-c1ccncc1	3.5	6	10	2	-3	-1	-1	-5	22
Cc1ccnc(NC(=O)CNC(=O)c2ccc(C)s2)c1	1.2	11	-5	1	2	5	6	-13	-16
Cc1ccc(NC(=O)c2cc(C)n(-c3cccc(C)c3)c2C)cc1	-0.8	-3	-2	1	-4	8	-8	16	7
CCOC(=O)c1c(N)sc(C(=O)Nc2ccccc2)c1C	-0.8	-1	9	4	-4	5	5	5	-18
S=c1[nH]nc(-c2ccco2)n1C1CCCCC1	-1.9	1	2	0	-2	-12	-4	-7	7
COc1ccccc1NC(=O)Cn1nnc(C(=O)Nc2ccccc2)c1N	0.3	10	6	3	-1	-14	-5	0	27
COc1ccc(-c2nn(-c3ccccc3)cc2/C=N/NC(N)=S)cc1OC	-4.3	3	-10	0	-2	-27	9	14	7
COc1ccc2nc(NC(=O)CCNS(=O)(=O)c3ccc4c(c3)oc(=O)n4C)sc2c1	-4.7	0	-12	1	0	-2	-2	17	20
Cc1c(C(=O)N2CCN(Cc3ccccc3)CC2)oc2c1C(=O)CCC2	-0.8	3	5	-1	-3	11	-16	-10	24

(further entries)
SMILES	CRFBP-R2 agonist	M4 PAM	M5 PAM	TAAR1 ag	CHRM5 agonist	CRFBP-R2 block	CHRM5 antagonist	TAAR1 antagonist	CHO-K1 Ca PAM
COc1ccc(-n2nc3cc(N)c(Br)cc3n2)cc1	-1.0	0	-4	-1	-2	-10	0	4	14
COc1ccc(OCc2cc(C(=O)NCc3cccc(C)n3)no2)c(Cl)c1	0.3	-5	-4	3	2	-10	12	-15	13
Nc1nc2ncc(-c3ccsc3)c(N)n2n1	0.0	6	2	0	1	4	-12	2	27
CC1CCCN(C(c2ccccc2)c2sc3ncnn3c2O)C1 (stereo not given)	-4.3	1	-3	0	-1	11	-3	7	17
CC(=O)N/N=C(\C)C1COc2ccccc2O1 (stereo not given)	-0.3	-4	0	1	2	1	12	-12	-28
O=C(Nc1ccc(Cl)c(Cl)c1)O/N=C/c1ccncc1	2.0	-18	-16	19	7	11	32*	-2	1
CCOc1ccccc1C(=O)OC(C)C(=O)Nc1ccc(S(=O)(=O)N2CCCC2)cc1 (stereo not given)	-1.4	-7	-17	-1	-3	17	5	-1	-17
Cc1cc(O)c(-c2n[nH]c3c2C(c2cccc(O)c2)N(Cc2cccnc2)C3=O)cc1Cl (stereo not given)	-0.8	4	3	4	-3	-22	3	-18	-2
COc1cccc(NC(=O)CCC(=O)N2CC(C)Oc3ccc(C)cc32)c1 (stereo not given)	-0.9	1	-8	4	2	8	4	-14	-4
Cc1nc2sccn2c(=O)c1S(=O)(=O)Nc1ccc(N2CCN(S(C)(=O)=O)CC2)cc1	1.2	-16	-15	21	-1	-4	34*	60*	-3
COc1cccc(C(=O)NCC(c2ccc3c(c2)OCO3)N2CCN(c3ccc(F)cc3)CC2)c1 (stereo not given)	0.2	-9	-30	4	-6	9	0	20	-12
CC12CCC(C(=O)N(NC(=O)c3cccnc3)C1=O)C2(C)C (stereo not given)	-1.3	1	0	1	-1	8	4	4	-8
COc1ccc(C)cc1NC(=O)n1ncc2cc(Cl)ccc21	-3.1	-11	-8	-1	2	22	20	0	-4
O=C(NCc1cccc(Cl)c1)c1ccc(-n2ccnc2)c2ccoc12	.	-1	-5	2	-1	.	8	16	23
COc1cccc(NC(=O)CSc2nnc(-c3cc(-c4ccccn4)nc4ccccc34)o2)c1	3.0	-11	-10	19	-1	-3	7	24	18
Cc1ccn2cc(CCNC(=O)C3CC=CCC3C(=O)O)nc2c1 (stereo not given)	1.6	-13	6	1	-3	16	-4	-25	6
CCCCCCCNC(=O)C1(CC2CC(c3cccc(Br)c3)=NO2)CCN(C(=O)C2(C)CC2)CC1 (stereo not given)	0.6	-7	2	13	-3	-9	15	18	15
C=CCn1c(SCC(=O)c2c(N)n(C3CC3)c(=O)[nH]c2=O)nnc1-c1ccc(OC)cc1	0.8	2	0	2	3	15	2	-17	12

Single records (already shown). Order of screens: CRFBP-R2 agonist	M4 PAM	M5 PAM	TAAR1 ag	CHRM5 agonist	CRFBP-R2 block	CHRM5 antagonist	TAAR1 antagonist	CHO-K1 Ca PAM
Record of Cc1nc2sccn2c(=O)c1S(=O)(=O)Nc1ccc(N2CCN(S(C)(=O)=O)CC2)cc1 = 1.2	-16	-15	21	-1	-4	34*	60*	-3
Record of C=CCn1c(SCC(=O)c2c(N)n(C3CC3)c(=O)[nH]c2=O)nnc1-c1ccc(OC)cc1 = 0.8	2	0	2	3	15	2	-17	12
Record of CC12CCC(C(=O)N(NC(=O)c3cccnc3)C1=O)C2(C)C (stereo not given) = -1.3	1	0	1	-1	8	4	4	-8
Record of CC1CCCN(C(c2ccccc2)c2sc3ncnn3c2O)C1 (stereo not given) = -4.3	1	-3	0	-1	11	-3	7	17
